LANA DNA inh: inhibitors of KSHV C-LANA binding to DNA, primary screen, biochemical, fluorescence polarization, FAM-LBS DNA, MBP-C-LANA, single point; Kaposi's sarcoma herpesvirus LANA C-terminal domain (residues 932-1162) DNA binding; inhibition, % at 9 µM; 0.078% of 340,000 active; AID 504423, 2011;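 active = highest replicate inhibition at or above 60% at 9 µM, even if other replicates fall short; inactive = all replicates below 60% inhibition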;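 note: 0% = neutral control wells and 100% = 4 µM acridine orange control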
HTR5A ag: HTR5A agonists in luminescence cell assay, primary screen, counter-screen for OPRM1-OPRD1 heterodimer agonist project, full-deck HTS; 5-hydroxytryptamine receptor 5A (Homo sapiens), P47898; cell-based; activation, % at 9.3 µM; 0.61% of 340,000 active; AID 504692, 2011; in the data active = activation mostly above about 9.5%, no sharp cut-off; inactive = mostly below about 7.6%;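 note: 0% = cells with vehicle only and 100% = reference agonist; strong numbers were not always called active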
Target sequence (P47898 whole entry, looked up): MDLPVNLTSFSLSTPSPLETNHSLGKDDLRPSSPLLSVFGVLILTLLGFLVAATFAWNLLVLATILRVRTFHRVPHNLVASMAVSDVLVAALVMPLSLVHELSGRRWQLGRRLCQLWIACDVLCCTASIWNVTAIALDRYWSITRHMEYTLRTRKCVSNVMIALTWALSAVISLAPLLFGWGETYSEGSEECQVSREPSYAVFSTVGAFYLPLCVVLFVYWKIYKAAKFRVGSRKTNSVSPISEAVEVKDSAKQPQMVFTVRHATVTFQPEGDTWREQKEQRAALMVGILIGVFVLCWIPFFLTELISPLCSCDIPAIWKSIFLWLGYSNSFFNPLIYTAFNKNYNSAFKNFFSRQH
RTF Ca sens act: cardiac RTF calcium sensitivity activators, primary screen, biochemical, IANBD-TnC fluorescence, EC20 calcium. IANBD-labeled TnC RTF fluorescence at EC20 calcium; 0% EC20 calcium, 100% full calcium. 0.24% of 340,000 active. AID 493008, 2010. Troponin I, cardiac muscle (Homo sapiens) + Troponin T, cardiac muscle (Homo sapiens) + …. activation, % at 7.2 µM;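 active = activation above the mean over all tested compounds plus 3 SD, cut at about 30% in these data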;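 note: rise in fluorescence read as greater calcium sensitivity of cardiac thin filaments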
OPRM1-OPRD1 ag: agonists of OPRM1-OPRD1 heterodimerization, primary screen, cell-based, luminescence; Mu-type opioid receptor (Homo sapiens) + Delta-type opioid receptor (Homo sapiens), …; cells; activation, % at 9.3 µM; 0.3% of 340,000 active; in the data active = activation above about 18%;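 note: 0% = vehicle-treated cells and 100% = reference agonist; values of inactives mirror those of a sister screen read the other way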
HTR5A inv ctr: HTR5A inverse agonists in luminescence cell assay, primary screen, counter-screen for OPRM1-OPRD1 heterodimer inverse agonist project, full-deck HTS. HTR5A cell line, inverse agonism. 0.083% of 340,000 active. 5-hydroxytryptamine receptor 5A (Homo sapiens), P47898. inhibition, % at 9.3 µM; in the data active = inhibition mostly above about 23%, no sharp cut-off; inactive = mostly below about 18%;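 note: 0% = cells with DMSO and 100% = no-cell wells with DMSO; some compounds called inactive have numbers as strong as hits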
V-ATPase pH: regulators of yeast V-ATPase proton pumping, primary screen, pHLuorin cytosolic pH fluorescence; AID 504577, 2011; S. cerevisiae; 0.37% of 350,000 active; response, % at 10 µM; in the data active = response mostly above about 7.3%, no sharp cut-off; inactive = mostly below about 5.4%; note: actives read high; inactives centre near 0; some compounds called inactive have numbers as strong as hits; reference of the scale not given here
CAL PDZ FP: untagged CAL PDZ binding inhibitors, primary screen, biochemical, fluorescence polarization, HTS | purified CAL PDZ, TMR-peptide fluorescence polarization, 1 h | 0.92% of 300,000 active | Golgi-associated PDZ and coiled-coil motif-containing protein (Homo sapiens), Q9HD26 | inhibition, % at 24.9 µM | AID 602252, 2012;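 active = mean inhibition of at least 30% with at least half of replicates also reaching 30%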;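 note: 0% = DMSO neutral control and 100% = excess unlabeled competitor peptide PRC23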
Keap1 Nrf2 FP: Keap1-Nrf2 protein-protein interaction inhibitors, primary screen, biochemical, fluorescence polarization, single point | Keap1 Kelch-Nrf2 peptide fluorescence polarization, 1536-well | inhibition, % at 9.4 µM | 0.15% of 340,000 active | AID 504523, 2011; in the data active = inhibition above about 12%;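 note: human Keap1 Kelch domain with fluorescein labeled Nrf2 9mer peptide probe; 0% = neutral control wells and 100% = peptide positive control; higher means more block of Keap1 binding to Nrf2 peptide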
Target sequence (Q14145 whole entry, looked up, the tested form may be a part): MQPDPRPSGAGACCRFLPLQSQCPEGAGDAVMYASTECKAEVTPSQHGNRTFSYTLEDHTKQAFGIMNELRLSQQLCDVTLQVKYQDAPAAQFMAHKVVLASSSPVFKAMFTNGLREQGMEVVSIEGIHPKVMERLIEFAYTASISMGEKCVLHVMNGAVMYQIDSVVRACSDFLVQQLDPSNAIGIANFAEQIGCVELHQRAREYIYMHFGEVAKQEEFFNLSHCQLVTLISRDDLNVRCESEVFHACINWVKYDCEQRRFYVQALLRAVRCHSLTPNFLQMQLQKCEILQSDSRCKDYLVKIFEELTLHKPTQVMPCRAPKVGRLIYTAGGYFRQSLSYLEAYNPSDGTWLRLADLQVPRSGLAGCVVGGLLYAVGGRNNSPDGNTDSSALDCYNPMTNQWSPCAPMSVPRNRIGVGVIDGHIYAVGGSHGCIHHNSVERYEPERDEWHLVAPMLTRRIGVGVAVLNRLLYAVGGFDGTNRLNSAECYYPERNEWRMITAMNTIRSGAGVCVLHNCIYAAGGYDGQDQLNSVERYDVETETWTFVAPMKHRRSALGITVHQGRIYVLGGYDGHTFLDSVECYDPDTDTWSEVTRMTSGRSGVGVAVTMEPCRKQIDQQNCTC
OPRM1-OPRD1 inv: inverse agonists of MOR-DOR heterodimerization, primary screen, cell-based, luminescence; Mu-type opioid receptor (Homo sapiens) + Delta-type opioid receptor (Homo sapiens), …; cell-based MOR-DOR heterodimer luminescence, inverse agonism; inhibition, % at 9.3 µM; 0.21% of 340,000 active; in the data active = inhibition above about 22%, passing the limit was not always enough;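 note: 0% = cells with DMSO and 100% = wells without cells with DMSO; values of inactives mirror those of a sister screen read the other way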
Cardiac RTF inh: cardiac RTF calcium sensitivity inhibitors, primary screen, biochemical, IANBD-TnC fluorescence, EC70 calcium | Troponin I, cardiac muscle (Homo sapiens) + Troponin T, cardiac muscle (Homo sapiens) + … | IANBD-labeled cardiac RTF, Ca2+ fluorescence | inhibition, % at 7.15 µM | 0.12% of 340,000 active | AID 493244, 2011;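 active = inhibition above the mean inhibition of all tested compounds plus 3 SD, cut at about 17% in these data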;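 note: assay run at fixed EC70 calcium of 1.6 mM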
Active calls of the source: *.

How did CCCCn1c(N)c(N(CCOC)C(=O)COc2ccc(Cl)cc2)c(=O)[nH]c1=O do in these assays?
LANA DNA inh: 0.3; HTR5A ag: 0; RTF Ca sens act: -1; OPRM1-OPRD1 ag: -1.5; HTR5A inv ctr: 1; V-ATPase pH: 3; CAL PDZ FP: -3; Keap1 Nrf2 FP: 4; OPRM1-OPRD1 inv: 8; Cardiac RTF inh: 3

Results for CC(C)CC(NC(N)=O)C(=O)Nc1ccc(Oc2ccccc2)cc1 (stereo unspecified) ?
LANA DNA inh: -0.4; HTR5A ag: 0; RTF Ca sens act: 1; OPRM1-OPRD1 ag: -3.8; HTR5A inv ctr: -1; V-ATPase pH: 4; CAL PDZ FP: -2; Keap1 Nrf2 FP: 0; OPRM1-OPRD1 inv: 19; Cardiac RTF inh: -4

What do the screens show for `Cc1cc(C(=O)N2CCCC2C(=O)O)c(C)o1` (stereo unspecified)?
LANA DNA inh: 0.6; HTR5A ag: -2; RTF Ca sens act: -3; OPRM1-OPRD1 ag: -2.6; HTR5A inv ctr: 10; V-ATPase pH: -2; CAL PDZ FP: 0; Keap1 Nrf2 FP: 2; OPRM1-OPRD1 inv: 13; Cardiac RTF inh: 0

How did CCOC(=O)C1(Cc2ccccc2C)CCCN(C(=O)COC)C1 (stereo unspecified) do in these assays?
LANA DNA inh: 0.3; HTR5A ag: 2; RTF Ca sens act: -5; OPRM1-OPRD1 ag: -4.5; HTR5A inv ctr: -7; V-ATPase pH: 3; CAL PDZ FP: -1; Keap1 Nrf2 FP: -1; OPRM1-OPRD1 inv: 22; Cardiac RTF inh: 2

How did Cn1cccc1CC(=O)N/N=C/C=C/c1ccccc1 do in these assays?
LANA DNA inh: 0.7; HTR5A ag: 1; RTF Ca sens act: 6; OPRM1-OPRD1 ag: 0.0; HTR5A inv ctr: -3; V-ATPase pH: 0; CAL PDZ FP: -2; Keap1 Nrf2 FP: -4; OPRM1-OPRD1 inv: 0; Cardiac RTF inh: 4

How did CN1C(=O)C(CC(N)=O)N(NC(=O)c2ccc(Cl)cc2)C1=S (stereo unspecified) do in these assays?
LANA DNA inh: 0.0; HTR5A ag: -2; RTF Ca sens act: 2; OPRM1-OPRD1 ag: -1.8; HTR5A inv ctr: -2; V-ATPase pH: -3; CAL PDZ FP: -9; Keap1 Nrf2 FP: -3; OPRM1-OPRD1 inv: 9; Cardiac RTF inh: -7

How did CC(NC(=O)COc1ccccc1)C(=O)OCC(=O)c1cc2ccccc2o1 (stereo unspecified) do in these assays?
LANA DNA inh: -0.2; HTR5A ag: -7; RTF Ca sens act: 6; OPRM1-OPRD1 ag: -13; HTR5A inv ctr: 23; V-ATPase pH: 0; CAL PDZ FP: 1; Keap1 Nrf2 FP: -3; OPRM1-OPRD1 inv: 71*; Cardiac RTF inh: -5

How did CCOc1ccc(N)cc1OC do in these assays?
LANA DNA inh: -1.4; HTR5A ag: 3; RTF Ca sens act: 1; OPRM1-OPRD1 ag: 1.6; HTR5A inv ctr: -9; V-ATPase pH: 0; CAL PDZ FP: 0; Keap1 Nrf2 FP: 3; OPRM1-OPRD1 inv: -7; Cardiac RTF inh: -11

Results for O=C(O)C1[C@H]2C(=O)N(Cc3cccs3)C[C@]23C=C[C@H]1O3 (stereo partly specified) ?
LANA DNA inh: 0.6; HTR5A ag: 1; RTF Ca sens act: -1; OPRM1-OPRD1 ag: -2.1; HTR5A inv ctr: 17; V-ATPase pH: 0; CAL PDZ FP: -2; Keap1 Nrf2 FP: -3; OPRM1-OPRD1 inv: 11; Cardiac RTF inh: -8

What do the screens show for `COc1ccc(Cl)cc1NC(=O)COC(=O)c1cc(C)oc1C`?
LANA DNA inh: 0.8; HTR5A ag: 10; RTF Ca sens act: -6; OPRM1-OPRD1 ag: 8.0; HTR5A inv ctr: -24; V-ATPase pH: 2; CAL PDZ FP: -11; Keap1 Nrf2 FP: -5; OPRM1-OPRD1 inv: -33; Cardiac RTF inh: -1

What do the screens show for `Cc1ccc(C(=O)NNS(=O)(=O)c2ccccc2[N+](=O)[O-])cc1`?
LANA DNA inh: 0.2; HTR5A ag: 3; RTF Ca sens act: -2; OPRM1-OPRD1 ag: -3.6; HTR5A inv ctr: 3; V-ATPase pH: -3; CAL PDZ FP: -5; Keap1 Nrf2 FP: -2; OPRM1-OPRD1 inv: 15; Cardiac RTF inh: -4

What do the screens show for `CC(=O)Nc1cccc(C(=O)OCC(=O)c2ccccc2Cl)c1`?
LANA DNA inh: -0.2; HTR5A ag: 1; RTF Ca sens act: 8; OPRM1-OPRD1 ag: 1.7; HTR5A inv ctr: 26; V-ATPase pH: -1; CAL PDZ FP: -6; Keap1 Nrf2 FP: 0; OPRM1-OPRD1 inv: -8; Cardiac RTF inh: -12

Results for O=c1oc2ccccc2c(NCc2cccc(F)c2)c1[N+](=O)[O-] ?
LANA DNA inh: -2.4; HTR5A ag: -3; RTF Ca sens act: -3; OPRM1-OPRD1 ag: -3.0; HTR5A inv ctr: -23; V-ATPase pH: 0; CAL PDZ FP: -8; Keap1 Nrf2 FP: -1; OPRM1-OPRD1 inv: 16; Cardiac RTF inh: -2

Results for COc1ccc(C2Nc3ccccc3C(=O)N2NS(C)(=O)=O)c(OC)c1 (stereo unspecified) ?
LANA DNA inh: 1.2; HTR5A ag: -2; RTF Ca sens act: -2; OPRM1-OPRD1 ag: -0.7; HTR5A inv ctr: 8; V-ATPase pH: 3; CAL PDZ FP: -8; Keap1 Nrf2 FP: 1; OPRM1-OPRD1 inv: 3; Cardiac RTF inh: -6

Results for CCCC(O)(CCN(C)C)c1ccc(OC)cc1 (stereo unspecified) ?
LANA DNA inh: 1.0; HTR5A ag: -2; RTF Ca sens act: -6; OPRM1-OPRD1 ag: -2.8; HTR5A inv ctr: 17; V-ATPase pH: -4; CAL PDZ FP: -1; Keap1 Nrf2 FP: -7; OPRM1-OPRD1 inv: 13; Cardiac RTF inh: 3

Results for CCN(CC)CC(O)Cn1c2ccccc2c2ccccc21 (stereo unspecified) ?
LANA DNA inh: 0.6; HTR5A ag: 7; RTF Ca sens act: -2; OPRM1-OPRD1 ag: -0.6; HTR5A inv ctr: -18; V-ATPase pH: 2; CAL PDZ FP: 3; Keap1 Nrf2 FP: 1; OPRM1-OPRD1 inv: 2; Cardiac RTF inh: 0

What do the screens show for `CCCCN(C(=O)Oc1ccccc1)C1CCS(=O)(=O)C1` (stereo unspecified)?
LANA DNA inh: -0.5; HTR5A ag: -5; RTF Ca sens act: 3; OPRM1-OPRD1 ag: -1.9; HTR5A inv ctr: -14; V-ATPase pH: 4; CAL PDZ FP: 4; Keap1 Nrf2 FP: -5; OPRM1-OPRD1 inv: 9; Cardiac RTF inh: 4

What do the screens show for `Cc1cc2ccccn2c1C(=O)c1ccc(Cl)cc1`?
LANA DNA inh: 0.2; HTR5A ag: -2; RTF Ca sens act: -4; OPRM1-OPRD1 ag: 6.1; HTR5A inv ctr: 18; V-ATPase pH: 1; CAL PDZ FP: -7; Keap1 Nrf2 FP: -1; OPRM1-OPRD1 inv: -33; Cardiac RTF inh: -13

What do the screens show for `O=C1CC(C(=O)Nc2ccccc2)S/C(=N\N=C\c2ccco2)N1` (stereo unspecified)?
LANA DNA inh: 4.2; HTR5A ag: 0; RTF Ca sens act: 5; OPRM1-OPRD1 ag: -0.5; HTR5A inv ctr: -39; V-ATPase pH: 0; CAL PDZ FP: -5; Keap1 Nrf2 FP: 5; OPRM1-OPRD1 inv: 3; Cardiac RTF inh: 6

How did O=C(CSCc1c(Cl)cccc1Cl)NCC1CCCO1 (stereo unspecified) do in these assays?
LANA DNA inh: 1.3; HTR5A ag: 2; RTF Ca sens act: -5; OPRM1-OPRD1 ag: -1.5; HTR5A inv ctr: -4; V-ATPase pH: -2; CAL PDZ FP: -3; Keap1 Nrf2 FP: -2; OPRM1-OPRD1 inv: 9; Cardiac RTF inh: -11

How did Cc1cccc(NC(=O)C2CCN(S(=O)(=O)c3cccc4cccnc34)CC2)n1 do in these assays?
LANA DNA inh: 0.1; HTR5A ag: 2; RTF Ca sens act: -2; OPRM1-OPRD1 ag: -2.5; HTR5A inv ctr: -6; V-ATPase pH: -2; CAL PDZ FP: 2; Keap1 Nrf2 FP: 5; OPRM1-OPRD1 inv: 13; Cardiac RTF inh: -3

What do the screens show for `CC(C)N(C(=O)COC(=O)Cn1cnc2ccccc21)c1ccccc1`?
LANA DNA inh: -2.0; HTR5A ag: 1; RTF Ca sens act: 0; OPRM1-OPRD1 ag: -1.3; HTR5A inv ctr: -3; V-ATPase pH: -6; CAL PDZ FP: -1; Keap1 Nrf2 FP: 1; OPRM1-OPRD1 inv: 8; Cardiac RTF inh: -5

What do the screens show for `COC(CNC(=O)c1cn(C)c2ccc(S(=O)(=O)N3CCOCC3)cc2c1=O)OC`?
LANA DNA inh: 0.5; HTR5A ag: -2; RTF Ca sens act: 1; OPRM1-OPRD1 ag: -2.1; HTR5A inv ctr: 7; V-ATPase pH: -2; CAL PDZ FP: -4; Keap1 Nrf2 FP: -4; OPRM1-OPRD1 inv: 10; Cardiac RTF inh: -4

Results for O=C(O)CCCC(=O)Nc1ccc(Br)cc1C(=O)O ?
LANA DNA inh: 0.7; HTR5A ag: 1; RTF Ca sens act: 3; OPRM1-OPRD1 ag: -1.1; HTR5A inv ctr: -10; V-ATPase pH: 0; CAL PDZ FP: -3; Keap1 Nrf2 FP: -6; OPRM1-OPRD1 inv: 6; Cardiac RTF inh: -10

How did Cc1ccc(C(=O)Nc2ccc3c(c2)OCO3)o1 do in these assays?
LANA DNA inh: 0.2; HTR5A ag: 2; RTF Ca sens act: 4; OPRM1-OPRD1 ag: -0.6; HTR5A inv ctr: -23; V-ATPase pH: -1; CAL PDZ FP: -4; Keap1 Nrf2 FP: -1; OPRM1-OPRD1 inv: 3; Cardiac RTF inh: 2

Looked up by compound from above (2):
How did Cc1cccc(NC(=O)C2CCN(S(=O)(=O)c3cccc4cccnc34)CC2)n1 do in these assays?
LANA DNA inh: 0.1; HTR5A ag: 2; RTF Ca sens act: -2; OPRM1-OPRD1 ag: -2.5; HTR5A inv ctr: -6; V-ATPase pH: -2; CAL PDZ FP: 2; Keap1 Nrf2 FP: 5; OPRM1-OPRD1 inv: 13; Cardiac RTF inh: -3

How did O=C(CSCc1c(Cl)cccc1Cl)NCC1CCCO1 (stereo unspecified) do in these assays?
LANA DNA inh: 1.3; HTR5A ag: 2; RTF Ca sens act: -5; OPRM1-OPRD1 ag: -1.5; HTR5A inv ctr: -4; V-ATPase pH: -2; CAL PDZ FP: -3; Keap1 Nrf2 FP: -2; OPRM1-OPRD1 inv: 9; Cardiac RTF inh: -11

Screening results deposited in PubChem by several laboratories.
